Screening results (PubChem BioAssay)
HCV core dimer: inhibitors of HCV core protein dimerization, primary screen, biochemical, TR-FRET, high-throughput. TR-FRET GST/Flag-core106 dimerization, 1536-well. inhibition, % at 5 µM. 300,000 tested, 0.33% active. AID 1899, 2009;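 active = inhibition above the mean of all tested compounds plus 3 SD, set per screening campaign, cut at about 45% in these data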
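Assay system: GST-tagged and Flag-tagged HCV core protein residues 1-106 / Times: compound-protein-antibody incubation 4 h at 22.5 °C / Signal: time-resolved FRET, ex 340 nm, em 617 and 671 nm / Evaluation: % inhibition based on acceptor/donor emission ratio / Benchmarks: wells lacking GST-core106 and wells with excess unlabelled core106 / Repeats: singlicate, one well per compound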
ZTA DNA inh: counter-screen for EBNA-1 inhibitors: inhibitors of Epstein-Barr virus ZTA. inhibition, % at 11 µM. AID 2234. ZTA-DNA binding, fluorescence polarization. 320,000 tested, 0.15% active; in the data active = inhibition above about 33%
Target sequence (P03206 whole entry, looked up): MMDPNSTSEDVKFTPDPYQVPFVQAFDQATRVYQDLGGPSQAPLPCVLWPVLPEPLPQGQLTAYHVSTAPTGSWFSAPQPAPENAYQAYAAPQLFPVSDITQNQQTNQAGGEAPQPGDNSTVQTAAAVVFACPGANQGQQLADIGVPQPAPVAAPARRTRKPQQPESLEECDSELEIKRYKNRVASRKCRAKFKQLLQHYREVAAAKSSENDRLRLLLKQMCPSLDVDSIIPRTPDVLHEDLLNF
Yeast superoxide: reduction of superoxide in aged yeast, primary screen, HTS; 330,000 tested, 0.18% active; AID 2690, 2010; superoxide response (% of plate mean), % at 10 µM; S. cerevisiae aged cells, superoxide DHE fluorescence; active compounds read low;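 active = superoxide response under a set limit, about three screen SD below normal, cut at about 65% in these data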;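 note: yeast aged for seven days with compound at 30 °C before DHE staining; 100% = average MFI of all compound-treated wells on the plate with controls excluded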
TPT1 inhibitor: Candida albicans TPT1 enzyme inhibitors, primary screen, biochemical, fluorescence polarization. tRNA 2'-phosphotransferase TPT1 (Candida albicans SC5314). recombinant caTPT1, FP RNA substrate dephosphorylation. inhibition, % at 5 µM. 300,000 tested, 0.81% active. AID 1962, 2009;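 active = inhibition above the mean of all tested compounds plus 3 SD, set per screening campaign, cut at about 24% in these data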;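 note: plate controls were DMSO alone for no effect and ferristatin control at 100 nM for full effect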
Fh CTSL1 inh: Fasciola hepatica cathepsin L1 inhibitors, primary screen, counter-screen for PFM18AAP inhibitor project, biochemical, QFRET, fluorogenic peptide substrate; recombinant F. hepatica cathepsin L1, Z-Leu-Arg-MCA fluorescence; inhibition, % at 5.96 µM; 300,000 tested, 0.49% active; AID 1906, 2009;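 active = inhibition above the mean of all tested compounds plus 3 SD, set per screening campaign, cut at about 17% in these data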;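 note: 0% = plate median of test compound wells and 100% = 1 µM Z-Phe-Ala-diazomethylketone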
EBNA-1 inh: EBNA-1 DNA-binding inhibitors, primary screen, biochemical, fluorescence polarization; 300,000 tested, 0.34% active; inhibition, % at 14.8 µM; in the data active = inhibition above about 28%
JMJD2C inh: inhibitors of GASC-1 histone demethylase, primary screen, biochemical, fluorescence, DELFIA europium; GST-JMJD2C(1-420) H3K9me3 demethylation; AID 2099, 2009; inhibition, % at 2.35 µM; 330,000 tested, 0.069% active; Lysine-specific demethylase 4C (Homo sapiens), Q9H3R0;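 active = more than half of a compound's replicate wells show inhibition beyond 50%, single wells judged on their own value; inconclusive = some, but no more than half, of replicates pass 50% inhibition; inactive = no replicate passes 50% inhibition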;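 note: signal counts dimethyl H3K9 product captured on neutravidin plate; 0% = median of DMSO wells and 100% = 0.3 times that DMSO median; strong numbers were not always called active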
Target sequence (Q9H3R0 1-420 limits assumed): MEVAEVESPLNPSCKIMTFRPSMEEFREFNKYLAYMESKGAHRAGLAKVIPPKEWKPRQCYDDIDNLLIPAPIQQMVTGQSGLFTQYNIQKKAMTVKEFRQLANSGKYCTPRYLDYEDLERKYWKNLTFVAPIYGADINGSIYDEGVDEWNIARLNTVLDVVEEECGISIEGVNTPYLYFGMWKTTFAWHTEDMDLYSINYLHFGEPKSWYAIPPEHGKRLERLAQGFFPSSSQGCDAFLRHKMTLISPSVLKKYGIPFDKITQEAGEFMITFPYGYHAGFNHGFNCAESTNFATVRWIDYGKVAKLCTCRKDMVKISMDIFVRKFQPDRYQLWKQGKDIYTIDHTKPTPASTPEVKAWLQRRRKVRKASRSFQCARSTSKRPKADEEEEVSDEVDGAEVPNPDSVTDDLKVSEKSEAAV
PP5 inh: PP5 phosphatase inhibitors, primary screen, biochemical, fluorescence. purified PP5c, OMFP substrate fluorescence. inhibition, % at 6.7 µM. Serine/threonine-protein phosphatase 5 (Homo sapiens), P53041. 320,000 tested, 0.18% active. AID 1987, 2009;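 active = inhibition above the campaign's mean inhibition across all tested compounds plus 3 SD, cut at about 9.5% in these data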;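 note: 0% = DMSO only and 100% = 100 µM cantharidin control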
PP1 counter: PP1-alpha phosphatase inhibitors, primary screen, counter-screen for PP5 inhibitor project, biochemical, fluorescence, OMFP substrate, single point; Serine/threonine-protein phosphatase PP1-alpha catalytic subunit (Homo sapiens), P62136; purified PP1alpha; inhibition, % at 6.7 µM; 320,000 tested, 0.9% active; AID 2235, 2010;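 active = inhibition above the mean inhibition of all tested compounds plus 3 SD, computed separately for each screening campaign, cut at about 15% in these data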
Target sequence (P62136 whole entry, looked up): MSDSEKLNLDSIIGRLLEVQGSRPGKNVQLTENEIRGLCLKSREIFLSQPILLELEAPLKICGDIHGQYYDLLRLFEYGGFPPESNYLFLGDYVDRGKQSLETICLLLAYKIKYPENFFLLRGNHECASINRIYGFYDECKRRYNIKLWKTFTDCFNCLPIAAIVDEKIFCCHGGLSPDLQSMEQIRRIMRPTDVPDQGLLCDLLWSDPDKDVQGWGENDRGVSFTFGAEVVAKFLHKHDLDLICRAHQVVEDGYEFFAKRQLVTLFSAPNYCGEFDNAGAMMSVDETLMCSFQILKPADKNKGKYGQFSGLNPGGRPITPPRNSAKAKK
Numbers without * were called inactive; i = inactive; u = inconclusive; x = no result given.

SMILES	HCV core dimer	ZTA DNA inh	Yeast superoxide	TPT1 inhibitor	Fh CTSL1 inh	EBNA-1 inh	JMJD2C inh	PP5 inh	PP1 counter
Cc1ccc[n+](C(C)C(=O)Nc2ccc(C)c([N+](=O)[O-])c2)c1 (stereo not drawn)	-11	0	90	0	6	-11	4	-2.2	-1
Cc1cc(-c2onc(C)c2C(N)=O)no1	-4	4	114	-2	-1	4	u	-2.3	-4
CC(C)N1CCN(C(=O)c2cccc(Cl)c2)CC1	-21	-6	105	0	-4	1	-22	2.7	3
CSc1cccc(NC(=O)Cn2cnc(S(=O)(=O)N3CCCC3)c2)c1	2	-3	103	-3	1	3	1	2.4	-2
CCOc1cc(/C=C2\SC(=S)N(C(C(=O)O)c3ccccc3)C2=O)ccc1O (stereo not drawn)	0	-2	111	45*	2	-8	-1	0.6	6
CCn1c(CCNC(=O)c2ccc(F)cc2)nc2ccccc21	-2	-8	122	-3	0	5	-2	-1.0	-8
CN1CCC(Oc2ccccc2Sc2ccccc2)CC1	-3	5	113	2	0	0	-1	2.8	1
Cc1c(C(=O)Nc2cc(F)cc(F)c2)cnn1-c1ccccc1	4	1	93	-4	4	15	-7	5.1	11
Cn1c(=O)c2[nH]c(COc3ccc(C(C)(C)C)cc3)nc2n(C)c1=O	6	12	109	6	-4	1	0	-0.2	-3
Cc1cc(C)nc(SCC(=O)N/N=C\C(Br)=C\c2ccccc2)n1	9	5	89	1	2	11	-2	-0.2	4
CCOC(=O)C1CCN(C(=O)c2sccc2Cl)CC1	1	-23	112	4	-1	-10	4	4.3	-2
CC1CCC(NC(=O)c2cccc(S(=O)(=O)N3CCN(c4ccc(F)cc4)CC3)c2)CC1 (stereo not drawn)	9	-7	114	1	2	0	5	0.6	0
CC(C)=CC(=O)N1CCCC(N2CCN(c3ccc(F)cc3)CC2)C1 (stereo not drawn)	0	-1	101	-1	1	5	1	0.4	5
CC(=O)OCC(=O)[C@H]1CC[C@H]2[C@@H]3CC=C4C[C@@H](O)CC[C@]4(C)[C@H]3CC[C@]12C	-3	1	114	-1	-14	-11	-13	1.0	-2
CNC(=S)N/N=C/c1c(C)nn(-c2cccc(Cl)c2)c1Cl	-1	-16	98	-5	5	12	-28	0.1	-2
COc1ccc(/C=N/NC(=O)c2ccc(NS(=O)(=O)c3cccs3)cc2)cc1	x	14	90	x	x	x	7	-0.1	-3
CCOC(=O)Cn1c(CN2CCN(C(c3ccccc3)c3ccccc3)CC2)nc2c1c(=O)n(C)c(=O)n2C	18	-2	106	2	5	0	-2	6.3	0
COc1ccc(-c2ncncc2-c2ccc(Cl)cc2)c(O)c1	-2	1	95	0	5	-1	4	-1.9	-2
COCCn1c(C(C)C)nc2ccccc21	-10	-6	94	-2	-2	8	-6	-1.2	0
CCCn1nnc(NC(=O)Cc2ccccc2)n1	3	-3	99	-1	3	1	-324	-1.7	0

Arranged by value in TPT1 inhibitor (ascending): five of the compounds above
SMILES | TPT1 inhibitor
COCCn1c(C(C)C)nc2ccccc21 | -2
CCCn1nnc(NC(=O)Cc2ccccc2)n1 | -1
COc1ccc(-c2ncncc2-c2ccc(Cl)cc2)c(O)c1 | 0
CCOC(=O)Cn1c(CN2CCN(C(c3ccccc3)c3ccccc3)CC2)nc2c1c(=O)n(C)c(=O)n2C | 2
CCOC(=O)C1CCN(C(=O)c2sccc2Cl)CC1 | 4

Continued.
SMILES	HCV core dimer	ZTA DNA inh	Yeast superoxide	TPT1 inhibitor	Fh CTSL1 inh	EBNA-1 inh	JMJD2C inh	PP5 inh	PP1 counter
CCN1C/C(=C/c2sccc2C)c2nc3ccccc3c(C(=O)O)c2C1	-3	4	111	3	-1	2	-4	-0.2	1
C=CCSc1nnc(NC(=O)COc2ccccc2)s1	4	-6	120	-1	0	-4	-2	-0.4	-7
Cc1sc2ncnc(SCC(=O)NCC3CCCO3)c2c1C (stereo not drawn)	x	-16	83	x	x	x	14	1.6	0
Cc1ccccc1-c1nc(C#N)c(N2CCC(C)CC2)o1	5	3	100	-5	3	17	19	-0.4	0
CC(=O)c1ccc(NC(=O)c2cc(Cl)sc2Cl)cc1	-2	-8	98	0	3	-4	-4	-1.0	-1
Cc1ccc(-c2nc3ncccn3c2NC(=O)C2CC2)cc1	1	18	95	2	-1	6	-1	1.7	-5
Cc1ccc(NC(=O)COC(=O)c2ccccc2Cl)cc1S(=O)(=O)N(C)C	1	-14	108	0	-24	-3	0	1.4	-5
CCN(CC(=O)NCc1ccc(Cl)cc1)C(=O)CCc1ccccc1O	8	0	98	0	0	-6	-7	0.4	1
Cc1ccc(NC(=O)C2=C(C(=O)O)CCCC2)cc1Br	-4	-21	103	-1	7	1	2	-0.2	-3
Cc1nonc1OC(C)CNCCNc1ccc([N+](=O)[O-])cc1 (stereo not drawn)	0	3	94	-2	0	-11	5	2.8	0
COC(=O)CNC(=O)C1Nc2ccc(OC(F)(F)F)cc2C2C=CCC12 (stereo not drawn)	-10	-7	96	-2	-1	12	-36	2.3	3
O=C(Nc1ccc(F)c(F)c1)c1cnc(-c2ccccc2)nc1-c1ccccc1	6	1	114	-5	3	4	-1	-0.3	0
COc1cccc(C2C(C(=O)c3cc4cccc(OC)c4o3)=C(O)C(=O)N2c2cc(C)on2)c1OC (stereo not drawn)	11	-10	125	-1	5	-22	-6	4.0	11
Cc1ccc(Nc2c([N+](=O)[O-])c(=O)oc3ccccc23)cc1	5	-11	106	1	1	-14	3	2.2	-2
O=C(NNc1c(Cl)cccc1Cl)c1ccno1	-2	4	102	1	1	4	-7	1.1	2
O=C(NCc1ccco1)C(=O)N1CCCC1	2	12	99	-2	-2	2	1	-0.3	0
CCOC(=O)N1CCN(c2nnc(-c3ccc(C)cc3)c3ccccc23)CC1	5	-6	107	-1	-2	8	-19	5.3	-2
Cn1c2ccccc2c2c(C(=O)N3CCN(c4ccccc4)CC3)cn(C3CCCC3)c(=O)c21	21	6	92	-4	3	-1	-12	2.8	9
CN(CCCNC(=O)C1CCCN(S(=O)(=O)c2cnc[nH]2)C1)c1ccccc1 (stereo not drawn)	-4	8	112	-2	-1	1	2	0.4	1
CCCNc1c(NS(=O)(=O)c2cccc(C#N)c2)c(=O)oc2ccccc12	10	-2	90	1	3	15	-5	-1.6	-6

Results in EBNA-1 inh and JMJD2C inh (two entries from above):
| smiles | EBNA-1 inh | JMJD2C inh |
| --- | --- | --- |
| CN(CCCNC(=O)C1CCCN(S(=O)(=O)c2cnc[nH]2)C1)c1ccccc1 (stereo not drawn) | 1 | 2 |
| O=C(Nc1ccc(F)c(F)c1)c1cnc(-c2ccccc2)nc1-c1ccccc1 | 4 | -1 |

(listing goes on)
SMILES	HCV core dimer	ZTA DNA inh	Yeast superoxide	TPT1 inhibitor	Fh CTSL1 inh	EBNA-1 inh	JMJD2C inh	PP5 inh	PP1 counter
CCCCOC(=O)Cc1c(O)c2ccccc2[nH]c1=O	-7	4	100	3	0	1	8	-0.8	-2
Cn1c(SCC(=O)c2cc3ccccc3o2)nnc1-c1ccccc1	-4	1	111	6	1	-4	-13	-2.3	1
Cc1nn(C)c(Cl)c1NC(=O)OCc1ccccc1	-12	0	98	-5	1	-6	0	-0.1	1
COc1ccc(N2CCN(C(=O)Cn3nnc(-c4ccc(OC)c(OC)c4)n3)CC2)cc1	3	-13	83	-3	-6	5	-18	0.3	-2
O=[N+]([O-])c1cccc(-c2nnc(-c3ccc4c(c3)OCO4)o2)c1	12	-14	95	1	-7	13	-9	-1.2	-9
COc1ccc2c(=O)c(-c3ccc4c(c3)OCO4)coc2c1	-1	-7	x	0	-5	-8	-2	3.4	4
O=C(NCc1ccco1)c1ccc(-c2cccc(Cl)c2)o1	0	-4	104	1	1	-2	-6	3.5	-3
COc1ccc(/C=C/C(=O)NC(=S)N2CCCC(C(N)=O)C2)cc1 (stereo not drawn)	-11	-9	93	-1	0	-16	-4	3.1	-2
Cc1nc(N2CCC(C(N)=O)CC2)c2nnn(Cc3ccccc3)c2n1	2	-13	119	0	0	-8	0	1.6	0
COc1ccc(/C=N/NC(=S)Nc2ccccc2)cc1COc1ccc(F)cc1	19	-8	97	-2	2	6	0	0.1	8
CCOC(=O)C1CCN(C(=O)c2sc3ncnc(N4CCC(C)CC4)c3c2C)CC1	6	0	100	4	2	5	i	1.2	-2
O=C(NC1CCCCCC1)C(=S)NC1CCCCC1	-6	11	99	-2	-1	0	13	-1.1	-2
Cc1nnc(SCC(=O)NN2C(=O)NC3(CCCCC3)C2=O)s1	1	15	95	1	-14	-6	2	-0.6	-6
COc1cc2c(cc1OC)CN(C(=O)c1cc(S(=O)(=O)N3CCOCC3)ccc1Cl)CC2	3	-12	79	-3	3	-3	-2	1.6	0
Cc1c(C(=O)Nc2c(F)cccc2F)sc2ncn(CC(=O)N3CCCCC3)c(=O)c12	-3	-5	86	4	-3	-10	-3	3.6	-1
COc1ccc(C(=O)CCC(C)(C)[N+](=O)[O-])cc1OC	0	-4	106	0	0	3	18	2.2	-1
Cc1ccc(S(=O)(=O)N2CCN(C(=O)Cn3nc(C)c([N+](=O)[O-])c3C)CC2)c(C)c1	-2	-3	115	-1	1	8	11	0.9	0
CC(C)n1nc(C(=O)Nc2nnc(SCc3c(Cl)cccc3Cl)s2)c2ccccc2c1=O	12	-13	86	-2	1	10	-2	1.0	2
Cc1ccccc1NC(=O)Cc1nc(COC(=O)C(C)C)cs1	1	-8	102	3	0	6	3	-0.7	0
Cc1nc(NCC2CCCO2)c2nnn(Cc3c(F)cccc3Cl)c2n1 (stereo not drawn)	-1	6	99	-2	2	3	4	2.7	2
COc1ccc2nc(NC(=O)C3CCCN(S(=O)(=O)c4c(C)noc4C)C3)sc2c1 (stereo not drawn)	4	4	97	0	0	1	-2	2.9	1
CCCN1CCN(c2ncnc3scc(C4COc5ccccc5O4)c23)CC1 (stereo not drawn)	0	-8	96	-6	1	-6	-1	2.1	0
CCOC(=O)C1=C(N)c2ccccc2CC1C1CCCC1 (stereo not drawn)	-2	4	105	0	-1	0	-8	0.7	1
COc1ccc(CCCc2nnc(SCC(=O)N/N=C\c3ccc(O)c(OC)c3)o2)cc1C	14	-4	95	2	4	-7	5	4.6	1
COc1ccccc1/C=C/C(=O)OCCCN(C)C	5	3	92	0	1	1	25	-1.0	2
CCc1ccc(N2CCN(CCNC(=O)Nc3ccc(OC)cc3)CC2)cc1	3	-6	88	5	-2	-14	12	2.8	3
N#Cc1c(-c2ccco2)nc(NCC2CCCO2)[nH]c1=O (stereo not drawn)	-3	2	95	0	-1	11	-1	-2.2	-3
NC(=O)COc1ccc(NC(=O)c2ccccc2-c2ccccc2)cc1	-10	-19	113	-2	4	-7	18	4.1	4
CC(=O)Nc1ccc(S(=O)(=O)NC(C)CCc2ccccc2)cc1 (stereo not drawn)	-2	-1	107	2	1	1	-1	0.3	-1
CCOC(=O)C1CCCN(C(=O)c2ccc(OCC)cc2)C1 (stereo not drawn)	-1	5	100	0	-1	7	-13	-0.5	-4
